# Assay outcomes from PubChem.
# TbPYK inhibitor = T. brucei pyruvate kinase inhibition; 410,000 compounds, 0.12% hits; TbPYK enzyme, Kinase-Glo Plus ATP luminescence, 45 min; AID 624173; Potency, µM (titrated, usually from 76.8 µM), inactives show at the highest dose activity, negative = inhibition, usual class: inhibitors; Q57TT1; note: nearly all actives have a fitted effect of over 50% in size
#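 Screened from lowest to highest concentration, compounds were pinned into TbPYK/substrate mixtures, and ADP (130 uM final) was added. Plates sat at room temperature for 45 min prior to Kinase-Glo Plus detection by luminescence.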
# Sm TGR inh = inhibitors of Schistosoma mansoni thioredoxin glutathione reductase | Q962Y6 | purified TGR, DTNB reduction, TNB absorbance 405 nm | Potency, µM (series often up to 114 µM), for inactives: at the highest dose activity change, negative = inhibition, usual class: inhibitors | 360,000 compounds, 3% hits; note: nearly all actives have a fitted effect of over 60% in size
#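 Kinetic colorimetric format: TGR-catalysed, NADPH-driven DTNB reduction monitored via TNB absorbance. Enzyme dispensed at 20 nM; compound exposure 15 min at room temperature before reaction start.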
# Pf growth 48h = P. falciparum growth inhibition at 48 hours (one generation); Potency, µM (highest dose often 28.7 µM), for the others: top-dose activity change, negative = inhibition, usual class: inhibitors; P. falciparum luciferase growth in erythrocytes, 48 h; 310,000 compounds, 5.9% hits; AID 504832
#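 Firefly luciferase activity from engineered P. falciparum reports growth; inhibitors lower the luminescent signal. Cultures contained 2% hematocrit erythrocytes at 0.1% final parasitemia.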
# LmPK inh = inhibitors of Leishmania mexicana pyruvate kinase | purified LmPK, Kinase-Glo ATP luminescence, 1 h | 290,000 compounds, 0.37% hits | Potency, µM (top dose mostly 57.5 µM), without a hit: at the highest dose activity change, negative = inhibition, actives largely listed as inhibitors
# Target sequence (Q27686 whole entry, looked up): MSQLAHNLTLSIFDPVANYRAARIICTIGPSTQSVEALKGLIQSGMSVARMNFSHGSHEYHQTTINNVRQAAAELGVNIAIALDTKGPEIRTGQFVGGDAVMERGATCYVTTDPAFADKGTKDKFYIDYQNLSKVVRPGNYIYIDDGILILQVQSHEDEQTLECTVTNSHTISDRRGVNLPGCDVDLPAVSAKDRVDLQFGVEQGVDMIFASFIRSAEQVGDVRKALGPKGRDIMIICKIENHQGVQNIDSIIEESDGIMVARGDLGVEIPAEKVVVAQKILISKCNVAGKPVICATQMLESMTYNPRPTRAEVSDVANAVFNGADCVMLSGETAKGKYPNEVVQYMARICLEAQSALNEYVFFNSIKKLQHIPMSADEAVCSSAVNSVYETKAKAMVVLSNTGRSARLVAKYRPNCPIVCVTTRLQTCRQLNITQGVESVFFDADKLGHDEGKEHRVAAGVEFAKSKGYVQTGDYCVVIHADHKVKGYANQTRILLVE
#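 In 50 mM imidazole pH 7.2 with 7 mM MgCl2, LmPK (0.1 nM) turned over PEP (0.5 mM) and ADP (0.1 mM) for 1 h at room temperature. Luciferase read-out of ATP.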
# Pf growth 96h = P. falciparum growth inhibition at 96 hours | P. falciparum luciferase reporter growth, 96 h | Potency, µM (doses to about 28.7 µM), inactives show at the top dose activity change, negative = inhibition, most hits filed as inhibitors | 320,000 compounds, 6.9% hits
#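 Infected RBCs, 2% Hct / 0.05% parasitemia final; luciferase-reporter P. falciparum; cpd 96 h, 37 C, 5% CO2; luciferase detection reagent; luminescence.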
# HCV inhibitor = HCV inhibition; Potency, µM (doses to about 41.8 µM), without a hit: at the top dose activity change, negative = inhibition, most hits filed as inhibitors; 340,000 compounds, 3.4% hits; Huh7.5.1 HCVcc-Cre infection, luciferase reporter, 44 h; AID 651820
#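 Whole-lifecycle infectious HCVcc-Cre system; cells 1,000/well, compound then virus (~0.5 moi) added 4 h after plating, 44 h culture. Luciferase read 15 sec following 15 min substrate incubation, room temp.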
# * marks the source's active call; other numbers are inactive results; ? = inconclusive; · = no result given; & = joins results of further samples; [ ] = dose if it differs, or a comment. Calls come from the whole dose curve; as a rule, active = well fitted curve in the direction sought with a large enough effect; inconclusive = small, poorly fitted or top-dose-only effect, or another doubt; inactive = no such curve, though single readings can be large; an effect the other way counts as inactive or inconclusive. % is set by controls: 0 for no effect and ±100 for the full control effect; potency is the fitted concentration of half-maximal effect. Not a hit list; 16% or so of the library scored in one or more.
SMILES,TbPYK inhibitor,Sm TGR inh,Pf growth 48h,LmPK inh,Pf growth 96h,HCV inhibitor
COc1ccc(NC(=O)CNC(=O)Cn2c(C)cc3ccccc3c2=O)c(OC)c1,4%&-2%,8%&5%,19%,1%,33%[activator],-4%
CCn1c(-c2nonc2NC(=O)c2ccccc2)nc2ccccc21,-13%,29%,14%,3%,44%[activator],-11%
CCCC(=O)NC(c1ccc2c(c1)OCO2)c1cc(Cl)c2cccnc2c1O (centres undefined),-14%,-9%,?,3%,-2%,1.1µM*
CCCc1cc(=O)oc2c(C)c(OCC(=O)Nc3ccccn3)ccc12,1%,-10%,-9%,1%,-41%,?
COc1ccc(NC(=O)COc2ccc(N(C)S(=O)(=O)c3ccc(C)cc3)cc2)cc1,-6%,0%,-24%,-1%,-27%,?
CCn1c(NN)nc2sc3c(c2c1=O)CCC3,-1%,1%,·,-25%,-63%,-24%
CCC[N+]1(CC#CC2(O)CCCCC2)CCOCC1,2%,-9%,2%,1%,-7%,10%
CCN(c1ccccc1)S(=O)(=O)c1ccc(OC)c(NC(=O)C2=NN(c3ccccc3)C(=O)CC2)c1,1%,6%,12µM*,·,?,?
CC(C)CC(NC(=O)C(NC(=O)C(Cc1ccc(OCc2ccccc2)cc1)NC(=O)OC(C)(C)C)C(C)C)C(N)=O (centres undefined),-3%,8%,?,2%,?,-2%
O=C(N/N=C/c1cc(Cl)cc([N+](=O)[O-])c1O)C1CC1,1%,1%,6%,-20%,9%,-2%
COc1ccc(Nc2nnc(SC(C(=O)Nc3cc(C)ccc3C)c3ccccc3)s2)cc1 (centres undefined),2%,0%,?,-2%,?,?
CC1(C)CC(=O)c2cnc(N3CCc4ccccc43)nc2C1,-5%,15%,189%[activator],-6%,185%[activator],-18%
CC1CN(C(=O)CCC(=O)N2CCC3(CC2)OCCO3)c2cc(Cl)ccc2O1 (centres undefined),1%,-5%,2%,-6%,?,22%
Cc1ccc(C)c(OCCCCN2CCNCC2)c1C,0%,4%,?,2%,-20%,-5%
Cc1ccc(S(=O)(=O)NCC(c2ccco2)S(=O)(=O)c2ccccc2)cc1 (centres undefined),-2%,0.4µM*,-23%,·,?,-9%
COc1ccc(OC)c(CNC(=O)CCC(=O)N2Cc3ccccc3Oc3ncccc32)c1,-6%&-6%,-2%&12%,13%,-2%,48%[activator],-17%
CCC(CC)c1nnc(NC(=O)C2CCN(C(=O)c3ccco3)CC2)s1,1%,14%,?,-4%,13%,13%
COc1ccccc1N(C)S(=O)(=O)c1ccc(Cl)c(C(=O)NCc2cccnc2)c1,-2%,-2%,?,·,0%,16%
O=C(COc1ccccc1Cl)Nc1ccc(C(=O)O)cc1NC(=O)COc1ccccc1Cl,-6%,4%,1%,-1%,6.6µM*,14%
N#Cc1ccc(CSc2nnc(NC(=O)C3CC(=O)N(c4ccc5c(c4)OCCO5)C3)s2)cc1 (centres undefined),33%,-2%,3%,3%,-16%,0%
COc1ccc(NC(=O)C2CCN(S(=O)(=O)c3cccc4cccnc34)CC2)cc1OC,·,2%,-7%,5%,6.6µM*,5%
CC(C)C(NC(=O)c1ccc(S(=O)(=O)N2CCOCC2)cc1)c1nc2ccccc2[nH]1 (centres undefined),1%,17%,-20%,3%,13µM*,-17%
CN1CCC(N(C)C(=O)c2ccc(Cl)c(S(=O)(=O)N3CCOCC3)c2)CC1,-3%,6%,15%,·,11%,26%
Fc1ccc(NC(=S)N2CCOCC2)cc1Cl,-3%,-11%,-8%,-1%,-34%[5.75 µM],-11%
CC(C)CN(C(=O)CC1OC(=O)c2ccccc21)c1c(N)n(Cc2ccccc2)c(=O)[nH]c1=O (centres undefined),1%,-9%,0%,·,-2%,-4%

# Random excerpt: 3 compounds from above, in no set order.
SMILES,TbPYK inhibitor,Sm TGR inh,Pf growth 48h,LmPK inh,Pf growth 96h,HCV inhibitor
O=C(N/N=C/c1cc(Cl)cc([N+](=O)[O-])c1O)C1CC1,1%,1%,6%,-20%,9%,-2%
CCn1c(NN)nc2sc3c(c2c1=O)CCC3,-1%,1%,·,-25%,-63%,-24%
CCC(CC)c1nnc(NC(=O)C2CCN(C(=O)c3ccco3)CC2)s1,1%,14%,?,-4%,13%,13%

# Carrying on.
SMILES,TbPYK inhibitor,Sm TGR inh,Pf growth 48h,LmPK inh,Pf growth 96h,HCV inhibitor
Cc1cccc(CCN2C(Nc3ccccc3)=NC[C@@H]2CC(C)C)c1,3%,-3%,10µM*,·,?,2.8µM*
COc1ccc(Cn2nnnc2C(c2cc3ccc(OC)cc3[nH]c2=O)N2CCC(C)CC2)cc1 (centres undefined),-8%,28µM*,·,1%,9.3µM*,-9%
Cc1cc(-n2cnc(-c3cn(C)nc3C)n2)no1,-10%,1%,67%[activator],3%,48%[activator],10%
Cc1cccc(CCNC(=O)C2CCCN(S(=O)(=O)c3cnc[nH]3)C2)c1 (centres undefined),-3%,-2%,-9%,-7%,20%,10%
Cn1c(=O)c2c(nc(Sc3ccccc3N)n2C)n(C)c1=O,-10%,-1%,47%[activator],-9%,-11%,22%
Cc1ccc(Cl)cc1N(CC(=O)NC(C)c1ccccc1)S(C)(=O)=O (centres undefined),5%,3%,40%[activator],-6%,-18%,6%
CCn1cc(C(=O)N2CCN(c3ccccn3)CC2)c2cc(OC)c(OC)cc2c1=O,1%,-11%,3%,4%,?,-2%
CCCOc1ccc(N2CC(C(=O)Nc3ncccc3C)CC2=O)cc1 (centres undefined),2%,3%,0%,-7%,27%,9%
Cc1cc(C)nc(Sc2c(C)nn(-c3ccccc3)c2C)n1,-13%,9%,?,-1%,?,-20%
Cn1nc(C(F)(F)F)c(C#N)c1N1CCN(c2ccccc2)CC1,-1%,6%,?,11%,·,?
COc1cccc(NC(=O)c2nnn(CCc3ccccc3)c2N)c1,0%,0%,·,7%,-2%,-27%
Cc1ccc(OCCOc2ccc(Cl)cc2Cl)c([N+](=O)[O-])n1,-4%,-10%,62%[activator],4%,72%[activator],?
COC(=O)C1=C(C)OC(N)=C(C#N)C1c1ccc(OC)c(CSc2ccccn2)c1 (centres undefined),-5%,?,?,0%,36%[activator],-4%
Cc1ccc(Cn2c(SCCN3CCCCC3)nc3c2c(=O)n(C)c(=O)n3C)cc1,-13%,0%,-17%,0%,?,13µM*
Cc1cc(-n2c(C)cc(C(=O)COC(=O)CN=C3NS(=O)(=O)c4ccccc43)c2C)no1,2%,-24%,-1%,-2%,?,?
O=C(SCC(O)C(O)CS)c1cccs1 (centres undefined),0%,-28%,?,2%,-25%,-16%
COc1cccc(NC(=O)CCc2nnc3ccc(NCc4ccco4)nn23)c1,-3%,-19%,1%,-4%,-12%,-11%
Cc1ccc(C)c(S(=O)(=O)N2CCCCC2CCNC(=O)C(=O)NCc2ccco2)c1 (centres undefined),-8%,-15%,?,·,?,11µM*
COC(=O)C1C(c2ccccc2)C(C(=O)OCc2ccco2)C1c1ccccc1 (centres undefined),-2%,?,10µM*,1%,-4%,?
O=C(COC(=O)c1ccc(NS(=O)(=O)c2ccc(F)c(F)c2)cc1)NCC1CCCO1 (centres undefined),-3%,1%,9%,3%,13%,9%
COc1ccc(C2CC(c3ccccc3)=NN2c2ccc(/C=N/NC(=O)c3ccncc3)cc2)cc1 (centres undefined),-10%,17%,?,-2%,?,?
O=c1oc2ccccc2cc1-c1ccccc1,3%,30%,49%[activator],-13%,-6%,1%
Cc1cccc(C)c1NCc1nnc(SCC(=O)Nc2nc(-c3ccccc3)cs2)n1-c1ccccc1,3%,6%,4%,-3%,22%,8%
O=[N+]([O-])c1ccc(/C=N/Nc2ccccn2)cc1,5%,-3%,63%[activator],0%,?,1%
NC(=O)CSc1nc(C2CC2)nc2sc3c(c12)CCCC3,2%,0%,151%[activator],-10%,?,11%

# Given as labelled records: entries from further up.
O=C(N/N=C/c1cc(Cl)cc([N+](=O)[O-])c1O)C1CC1
- TbPYK inhibitor: 1%
- Sm TGR inh: 1%
- Pf growth 48h: 6%
- LmPK inh: -20%
- Pf growth 96h: 9%
- HCV inhibitor: -2%

COc1ccc(Nc2nnc(SC(C(=O)Nc3cc(C)ccc3C)c3ccccc3)s2)cc1 (centres undefined)
- TbPYK inhibitor: 2%
- Sm TGR inh: 0%
- Pf growth 48h: ?
- LmPK inh: -2%
- Pf growth 96h: ?
- HCV inhibitor: ?

CC1(C)CC(=O)c2cnc(N3CCc4ccccc43)nc2C1
- TbPYK inhibitor: -5%
- Sm TGR inh: 15%
- Pf growth 48h: 189%[activator]
- LmPK inh: -6%
- Pf growth 96h: 185%[activator]
- HCV inhibitor: -18%

CC1CN(C(=O)CCC(=O)N2CCC3(CC2)OCCO3)c2cc(Cl)ccc2O1 (centres undefined)
- TbPYK inhibitor: 1%
- Sm TGR inh: -5%
- Pf growth 48h: 2%
- LmPK inh: -6%
- Pf growth 96h: ?
- HCV inhibitor: 22%

# Other compounds follow:
SMILES,TbPYK inhibitor,Sm TGR inh,Pf growth 48h,LmPK inh,Pf growth 96h,HCV inhibitor
CC(OC(=O)c1snc(C(=O)NC2CCCCC2)c1N)C(=O)NC1CCCCC1 (centres undefined),1%,-17%,17%,3%,?,15%
Cc1ccccc1N=C1NC(=O)C(CO)(CO)S1,0%,0%,-5%,-4%,-35%,14%
CC1CN(C(=O)CCNC(=O)c2ccccc2Cl)CC(C)O1 (centres undefined),2%,2%,-11%,-4%,34%[activator],8%
CC(C)(C)n1nnnc1C(c1ccc(C(F)(F)F)cc1)N(Cc1ccccc1)Cc1ccco1 (centres undefined),-4%,-1%,?,-5%,9%,?
COc1cc(CN2CCN(CCc3ccccc3)C(CCO)C2)cc(OC)c1 (centres undefined),6%,-13%,?,2%,?,-27%
CCOc1ccc(S(=O)(=O)N(CC)CC(=O)N2CCCC2)cc1,0%,-34%,13%,6%,12%,4%
CCCNC(=O)C(NS(=O)(=O)c1ccc2c(c1)c(=O)n(C)c(=O)n2C)c1ccccc1 (centres undefined),1%,0%,·,3%,?,9%
Cc1nc(N(C)C)c2sc(=S)n(Cc3ccccc3)c2n1,2%,8%,?,-1%,124%[activator],?
CN(CC(=O)Nc1ccc(Cl)cc1)C(=O)c1sccc1-c1ccccc1,3%,7%,-39%,·,?,13µM*
CC(C)CNC(=O)COC(=O)CCC(=O)c1ccc(F)cc1,0%,-27%,·,-1%,48%[activator],3%
CCOC(=O)c1nnn(CC(=O)N2N=C(c3cccc4ccccc34)CC2c2ccccc2)c1C(=O)OCC (centres undefined),-5%,0%,9.3µM*,2%,?,-16%
O=[N+]([O-])c1ccc(S(=O)(=O)c2ccccc2)nc1,-15%,0.32µM*,2.9µM*,5%,1.7µM*,?
CC(C)c1ccccc1OCC(=O)NC1CCCc2ccccc21 (centres undefined),3%,-4%,?,4%,?,12%
Cc1cc(C)cc(NC(=O)C/C(N)=N/O)c1,-5%,-17%,0%,2%,-13%,12%
CCc1nnc(NC(=O)Cn2nnc(-c3ccccc3F)n2)s1,-2%,4%,12%,-1%,·,3%
Cn1nc(C(C)(C)C)c([N+](=O)[O-])c1C(=O)N1CCCCCC1,-1%,4%,12%,1%,18%,9%
C/C(=C\C(=O)c1ccc(Br)cc1)NNC(=O)c1ccc(O)cc1,-3%,?,-1%,-2%,-16%,-21%
CC(=O)C1=C(O)C(=O)N(CCC(=O)O)C1c1cccc(F)c1 (centres undefined),-3%,26%,-1%,0%,17%,12%
CCc1cc[n+](CC(=O)Nc2ccc(Cl)cc2Cl)cc1,-1%,-1%,-18%,1%,?,-9%
N#Cc1c(-c2ccccc2)ccn(Cc2cccc(Cl)c2)c1=O,4%,-14%,?,0%,13µM*,-21%
